Compound activity from PubChem.
RAD52 anneal inh: RAD52 (human) annealing inhibition. P43351. recombinant RAD52 DNA annealing, FRET fluorescence. inhibition, % at 18.7 µM. actives 0.46% (n = 360,000). AID 651710;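 active means every replicate showing at least 50% inhibition; inconclusive means mean inhibition at least 50% but not in every replicate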
PglD DTNB: blocks C. jejuni PglD acetyltransferase activity. purified PglD enzyme, DTNB colorimetric CoA detection. inhibition, % at 12.5 µM. actives 0.098% (n = 360,000); in the data active means inhibition above about 16%, passing the limit was not always enough; inconclusive means no clear call, values can overlap the other calls; further: strong numbers were not always called active
E-sel inducer: induces E-selectin expression in human endothelial cells; P16581; HUVEC E-selectin immunofluorescence imaging; normalized: neutral wells 0, TNF-alpha wells 100; activation, % at 7.58 µM; actives 0.37% (n = 260,000); AID 686992;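 active means mean E-selectin-positive cell signal at least 10% of the positive control, reached in at least 60% of replicates, without over 20% cell loss; inconclusive means no rule given, readout overlaps actives, possibly toxicity-flagged; inactive means the rest, including those meeting only one limit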;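 further: in these data hits start at about 27%; measured in HUVEC primary endothelial cells; signal is the percent of cells scored E-selectin positive by PE staining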
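Test system – human umbilical vein endothelial cells (HUVEC), E-selectin induction · Input – 3,000 HUVEC seeded per well · Buffer or medium – EGM-2, gelatin · Compound dosing – single-point compound dose · Detection – immunofluorescence imaging · Measure – percent E-selectin-positive cells · Controls – TNF-alpha high, DMSO low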
ERAP1 inh: ERAP1 (human) enzyme inhibition. Q9NZ08. recombinant ERAP1, Leu-AMC fluorescence, 60 min. inhibition, % at 10.7 µM. actives 0.15% (n = 340,000);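 active means mean replicate inhibition of at least 30%, or all replicates individually reaching that 30% level; inactive means mean below 30% and not every replicate reaching it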;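 further: 0% = neutral control wells and 100% = L-leucinethiol positive control wells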
RAD54 inh: inhibitors of human RAD54 branch migration. AID 602329. Q92698. actives 0.14% (n = 360,000). RAD54 Holliday junction branch migration, FAM/BHQ fluorescence. inhibition, % at 10.4 µM;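 active means mean normalized replicate activity at least 40 and at least half of replicates scoring 40 or more; inconclusive means only one of the two criteria met; inactive means mean below 40 and under half of replicates reaching 40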;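 further: 0% = median of neutral control wells and 100% = median of positive control wells; inhibitors cause a drop in the FAM fluorescence signal; in these data hits start at about 50%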
Target sequence (Q92698 whole entry, looked up): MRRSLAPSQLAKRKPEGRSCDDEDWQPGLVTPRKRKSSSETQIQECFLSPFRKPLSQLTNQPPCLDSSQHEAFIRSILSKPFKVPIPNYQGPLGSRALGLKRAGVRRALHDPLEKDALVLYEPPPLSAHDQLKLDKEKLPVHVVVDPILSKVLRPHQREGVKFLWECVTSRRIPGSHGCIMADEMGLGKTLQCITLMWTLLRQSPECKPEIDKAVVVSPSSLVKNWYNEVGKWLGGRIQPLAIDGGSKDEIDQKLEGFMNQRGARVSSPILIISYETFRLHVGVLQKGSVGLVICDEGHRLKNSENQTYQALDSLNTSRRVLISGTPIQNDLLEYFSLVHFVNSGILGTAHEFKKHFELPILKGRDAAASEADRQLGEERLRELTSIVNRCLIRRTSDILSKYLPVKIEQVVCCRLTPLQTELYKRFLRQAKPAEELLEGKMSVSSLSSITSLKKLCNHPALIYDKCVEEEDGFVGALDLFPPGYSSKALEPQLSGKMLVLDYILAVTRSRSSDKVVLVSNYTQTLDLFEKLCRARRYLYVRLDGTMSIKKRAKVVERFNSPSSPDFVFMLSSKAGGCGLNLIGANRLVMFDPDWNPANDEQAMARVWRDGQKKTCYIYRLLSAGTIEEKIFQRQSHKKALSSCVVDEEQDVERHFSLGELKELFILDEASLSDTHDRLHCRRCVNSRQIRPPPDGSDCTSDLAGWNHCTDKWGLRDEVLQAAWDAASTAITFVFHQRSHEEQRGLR
miR122 inh: blocks miR-122 activity in Huh7 sensor cells. activation (reporter increase), % at 12.5 µM. Huh7 miR-122 Renilla luciferase sensor, 48 h; neutral wells = 0, positive control = 100. actives 0.3% (n = 340,000);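 active means mean replicate activation score at least 90 and every replicate individually at or above 90; inconclusive means only one of the two criteria met; inactive means neither criterion met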;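 further: higher luciferase means less miR-122 activity so hits act as miR-122 inhibitors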
Cneo AK release: causes C. neoformans cell lysis; lysis activity, % at 15 µM; AID 651654; adenylate kinase release luminescence, 4 h; normalised: neutral wells 0, clomiphene wells 100; actives 0.2% (n = 360,000);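 active means mean lysis activity across replicates of at least 80%, whatever share of replicates individually reach that level; inactive means mean lysis activity below 80%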
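Assay system: Cryptococcus neoformans yeast cells / Dosing: single-point compound dose / Timing: 4 h at 37 °C static, read 1 h later / Measured by: luminescence of released adenylate kinase using an AK detection reagent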
PGC1a acetyl inh: modulators of PGC1a acetylation | U2OS PGC1a acetylation, AlphaScreen anti-acetyl-lysine; with virally co-expressed GCN5 acetyltransferase | inhibition, % at 15.6 µM | actives 0.17% (n = 350,000);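 active means every replicate shows inhibition of at least 40%; inconclusive means mean inhibition at least 40% but some replicate below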;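 further: 0% = neutral control wells and 100% = positive control wells; some results beyond the cut were filed as inactive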
The depositor's hits bear a star; ? = inconclusive; nt = no result given; [ ] = dose if it differs, or a comment.

The line under a structure holds: RAD52 anneal inh	PglD DTNB	E-sel inducer	ERAP1 inh	RAD54 inh	miR122 inh	Cneo AK release	PGC1a acetyl inh
1) CN(C)CCNC(=O)C1(O)c2cc(Br)ccc2NC(=O)N1c1ccc(Cl)cc1 (configuration not stated)
 : -9	3	-0.1	-2	-2	8	1	4
2) CC(C)c1c(C(=O)N/N=C/c2ccncc2)nnn1-c1nonc1N
 : -2	2	nt	-1	-5	nt	-2	nt
3) NC(=O)c1ccc(=O)n(Cc2ccc(Cl)cc2Cl)c1
 : -14	-6	0.1	-1	5	-1	0	-6
4) Cc1ccc(NC(=O)c2cc(NC(=O)c3ccco3)ccc2N2CCOCC2)cc1Cl
 : nt	6	nt	nt	-5	21	0	-19
5) COc1ccc(NC(=O)CN2C(=O)NC3(CCCC3)C2=O)cc1OC
 : -4	nt	-0.2	6	nt	4	nt	nt
6) COc1cccc(C2(O)C(=O)Nc3ccccc32)c1 (configuration not stated)
 : -10	6	0.4	1	-5	-2	2	3
7) COc1ccccc1-c1cnc2c(c1)C(=O)N([C@@H](C)CO)C[C@H](C)[C@@H](CN(C)Cc1cccnc1)O2
 : 11	1	0.1	-1	-12	0[16.7 µM]	-5	-3
8) C[C@@H]1CN([C@@H](C)CO)C(=O)c2cc(NC(=O)C3CCCCC3)ccc2O[C@H]1CN(C)S(=O)(=O)c1ccccc1
 : -6	0	0.7	-1	-1	1[16.7 µM]	17	nt
9) C[C@@H]1CN([C@H](C)CO)S(=O)(=O)c2ccc(C#Cc3ccccn3)cc2O[C@H]1CN(C)Cc1ccccc1
 : -87	-2	0.2	-1	11	29[16.7 µM]	91*	-30
10) Cn1nc(C(F)(F)F)c(-c2ccc(Br)cc2)c1NC(=O)Nc1ccc(F)cc1F
 : -25	2	nt	nt	-2	27	0	-10
11) O=C(COc1ccc2c(c1)CCC2)N1CCN(c2ccccc2F)CC1
 : nt	-5	nt	nt	2	-3	-4	-9
12) O=C(Nc1ccc(Br)cc1)c1cccc(-n2cnnn2)c1
 : -10	-1	0.0	-1	0	22	-1	-7
13) CC(C(=O)NC1CCCCC1)N1CCN(S(=O)(=O)c2cccs2)CC1 (configuration not stated)
 : -5	nt	-0.2	-5	nt	nt	nt	6
14) CC(C)(C)C(=O)N(Cc1ccc(Cl)cc1)c1cnccn1
 : -11	1	-0.1	-3	-4	-4	1	10
15) Cc1cc(=O)oc2c(C)c(OCC(=O)N3CC[C@@]4(O)CCCC[C@H]4C3)ccc12
 : 1	-2	nt	0	2	-2	-1	-15

Single records (already shown). Order of values: RAD52 anneal inh, PglD DTNB, E-sel inducer, ERAP1 inh, RAD54 inh, miR122 inh, Cneo AK release, PGC1a acetyl inh
O=C(Nc1ccc(Br)cc1)c1cccc(-n2cnnn2)c1 as listed: -10, -1, 0.0, -1, 0, 22, -1, -7
CN(C)CCNC(=O)C1(O)c2cc(Br)ccc2NC(=O)N1c1ccc(Cl)cc1 (configuration not stated) as listed: -9, 3, -0.1, -2, -2, 8, 1, 4
COc1ccc(NC(=O)CN2C(=O)NC3(CCCC3)C2=O)cc1OC as listed: -4, nt, -0.2, 6, nt, 4, nt, nt
CC(C)c1c(C(=O)N/N=C/c2ccncc2)nnn1-c1nonc1N as listed: -2, 2, nt, -1, -5, nt, -2, nt
Cc1ccc(NC(=O)c2cc(NC(=O)c3ccco3)ccc2N2CCOCC2)cc1Cl as listed: nt, 6, nt, nt, -5, 21, 0, -19

Additional compounds follow.
The line under a structure holds: RAD52 anneal inh	PglD DTNB	E-sel inducer	ERAP1 inh	RAD54 inh	miR122 inh	Cneo AK release	PGC1a acetyl inh
16) CN1c2ccc(-c3ccc(F)cc3)cc2[C@@H]2[C@@H](CCN2C(=O)Nc2cc(F)ccc2F)[C@@H]1CO
 : -3	-1	-0.1	4	-11	-10[16.7 µM]	4	2
17) CCCC(=O)Nc1ccc2c(c1)C(=O)N(C)[C@H]1CC[C@H](CC(=O)NCC3CCCCC3)O[C@H]1CO2
 : 9	1	-0.1	2	3	42[16.7 µM]	-1	-2
18) CCCN(CCC)c1nc2ccccc2n2c(C)nnc12
 : nt	3	nt	nt	-1	-11	0	nt
19) CC(=O)c1c(C)[nH]c(C(=O)N2CCN(c3ncccn3)CC2)c1C
 : -7	-1	0.1	2	7	4	0	nt
20) Cc1ccc(-c2nn(-c3ccc(F)cc3)cc2C(=O)NC2CCC(O)CC2)cc1 (configuration not stated)
 : -9	-2	0.4	-2	3	0	-1	5
21) COc1ccc(Cl)c(-c2cc(C(=O)Nc3ccc(C)c(NS(C)(=O)=O)c3)[nH]n2)c1
 : -10	-1	-0.5	0	1	-2	-3	-4
22) C=CCC(NC(=O)Cc1ccccc1)C(=O)NCCC (configuration not stated)
 : -15	-1	0.0	-1	-3	-3	-2	-2
23) Cc1c(NC(=S)NC(=O)c2cccc(Cl)c2)c(=O)n(-c2ccccc2)n1C
 : -3	-1	-0.1	2	-3	6	-2	4
24) N#CCCN(C(=O)Cn1nc(C(=O)O)c2ccccc2c1=O)c1ccccc1
 : -4	-5	-0.1	-3	-4	-3	0	nt
25) O=C(c1ccc(Cl)cc1[N+](=O)[O-])N1CCc2ccccc2C1
 : -16	nt	1.3	-6	nt	-2	nt	4
26) O=C(Oc1cccc(C(=O)N2CCOCC2)c1)c1ccc(Br)cc1
 : nt	-8	nt	nt	-3	4	-1	nt
27) CCc1ccc(CNC(=O)c2cc3c(C)nc4ccccc4c3o2)cc1
 : -25	3	-0.6	-1	-1	nt	-5	nt
28) COc1cc(NC(=O)C2CC2C)c(C(=O)O)cc1OC (configuration not stated)
 : nt	6	nt	nt	-5	-5	-2	-1
29) Cc1onc(-c2c(Cl)cccc2Cl)c1COC(=O)c1ccc(Cl)cc1
 : -12	nt	3.8	5	nt	nt	nt	-5
30) CCN1CCN(C(C)C(=O)NC2CCCCC2)CC1 (configuration not stated)
 : -11	4	7.2	1	-6	1	9	-8
31) CN(C)CCN(C(=O)C1CCN(S(=O)(=O)c2cccs2)CC1)c1nc2ccc(F)cc2s1
 : 0	-1	-0.2	-11	12	-1	1	nt
32) C[C@H](CO)N1C[C@H](C)[C@H](CN(C)C)Oc2ncc(-c3ccccc3F)cc2C1=O
 : 14	-1	-0.2	-6	-12	-4[16.7 µM]	1	-13
33) CCCCN(c1ccccc1)c1ncnc(N)c1[N+](=O)[O-]
 : -13	3	nt	-1	-3	10	3	52*
34) CCC(=O)N1CCC2(CC1)CN(Cc1ccc(Cl)cc1)[C@@H](CO)c1[nH]c3cc(OC)ccc3c12
 : -99	nt	-0.7	1	nt	nt	nt	4
35) O=C(c1ccco1)N1CCN(C(=O)c2cnn(-c3cccc(F)c3)c2C2CCNCC2)CC1
 : -5	-3	nt	-1	-12	0	1	4
36) CCN(C(=O)Cn1c(=O)n(-c2cc(OC)c(OC)c(OC)c2)c(=O)c2ccccc21)c1cccc(C)c1
 : -8	nt	1.6	0	nt	nt	nt	4
37) CC(C)[C@H](NC(=O)c1ccc(C(C)(C)C)cc1)C(=O)N1CCN(Cc2ccc3c(c2)OCO3)CC1
 : -9	0	0.0	2	1	-5	0	2
38) COc1cccc(S(=O)(=O)N[C@H]2CC[C@@H](CCNC(=O)Nc3cc(F)ccc3F)O[C@H]2CO)c1
 : 4	-2	0.1	-1	6	nt	-4	9
39) CN(c1ccccc1)S(=O)(=O)c1cccc(C(=O)NC2CCCC2)c1
 : -3	-3	-0.2	0	-13	29	-2	7
40) CC(=O)Nc1ccc(SCC(=O)N(C)CC(=O)Nc2ccccc2Cl)cc1
 : 4	2	nt	-6	0	0	0	-1
41) OC[C@H]1O[C@@H](Oc2ccc(O)cc2)[C@H](O)[C@@H](O)[C@@H]1O
 : -5	-2	1.3	-4	-25	-3	5	-5
42) C[C@@H]1CN([C@@H](C)CO)C(=O)c2cc(NC(=O)Nc3ccc(C(F)(F)F)cc3)ccc2O[C@H]1CN(C)Cc1ccc(Oc2ccccc2)cc1
 : 7	-2	-8.2	-2	0	-5[16.7 µM]	-3	-7
43) COC(=O)c1sc(NC(=O)C(C)C)c(C(=O)OC)c1C
 : nt	1	nt	nt	-14	-11	1	8
44) CCOC(=O)c1c(NC(=O)C2CCCO2)sc2c1CCC2 (configuration not stated)
 : nt	-1	nt	nt	-17	-1	1	-2
45) O=C(NCc1ccncc1)c1ccc(OCc2ccccc2)cc1
 : -11	7	nt	-2	7	-4	2	13
46) O=c1oc2ccccc2c2c1ccc1ccccc12
 : 16	1	nt	nt	0	-3	0	4
47) Cc1ccccc1CC1(C)C(=O)Nc2ccc(S(=O)(=O)NC3CCCCC3)cc21 (configuration not stated)
 : -16	0	-0.2	-1	3	?	0	nt
48) O=C(COc1ccc(Cc2ccccc2)cc1)c1ccc(F)cc1
 : -14	5	1.9	-1	-2	0	-4	-18
49) Cc1cc(CN2CCC(N3CCC(C(=O)NC4CC4)CC3)CC2)cc(C)c1O
 : -4	-2	-0.5	1	0	nt	3	nt
50) COc1ccc(NC(=O)N(C)C[C@@H]2Oc3ccc(NC(=O)Nc4cccc5ccccc45)cc3CC(=O)N([C@H](C)CO)C[C@@H]2C)cc1
 : 13	-6	-0.1	-6	3	-10[16.7 µM]	2	-6
51) O=C(c1cccc(F)c1)N1CCc2ccccc21
 : -7	2	nt	0	8	nt	1	1
52) COc1cccc(-c2cc(C(=O)Nc3cnn(Cc4ccccc4C)c3)no2)c1
 : nt	-3	nt	nt	3	1	-2	-4
53) CN(CC(=O)Nc1ccccc1Cl)C(=O)c1cc(=O)[nH]c2ccccc12
 : -8	2	-0.2	nt	2	-4	27	-8
54) COc1ccc(NC(=O)CSc2nccn2-c2ccccc2)c(OC)c1
 : nt	0	nt	nt	-7	-2	1	0
55) Cc1noc(C)c1-c1ccc(C(=O)NCc2cccnc2)c2occc12
 : 3	-1	0.3	1	-3	-2	-3	-27
56) Cc1ccc(C)c(CN2CCC(CNC(=O)Nc3ccc(Br)cc3F)CC2)c1
 : -86	0	-0.1	-8	9	-9	-2	-5
